Bioassay records: PubChem, several laboratories
Mcl1 Bid PPI: disrupts binding of human Mcl-1 to Bid peptide | Q07820 | TR-FRET Mcl-1/Bid-Dy647 peptide binding, 1536-well | inhibition, % at 21.7 µM | 220,000 tested, 0.97% active;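 active = compounds that cut the binding signal by more than half at the single screening dose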;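 also: His-tagged Mcl-1 with europium anti-His antibody binding Bid BH3 peptide; 0% = Mcl-1 plus peptide wells and 100% = peptide-only wells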
Target sequence (Q07820 whole entry, looked up): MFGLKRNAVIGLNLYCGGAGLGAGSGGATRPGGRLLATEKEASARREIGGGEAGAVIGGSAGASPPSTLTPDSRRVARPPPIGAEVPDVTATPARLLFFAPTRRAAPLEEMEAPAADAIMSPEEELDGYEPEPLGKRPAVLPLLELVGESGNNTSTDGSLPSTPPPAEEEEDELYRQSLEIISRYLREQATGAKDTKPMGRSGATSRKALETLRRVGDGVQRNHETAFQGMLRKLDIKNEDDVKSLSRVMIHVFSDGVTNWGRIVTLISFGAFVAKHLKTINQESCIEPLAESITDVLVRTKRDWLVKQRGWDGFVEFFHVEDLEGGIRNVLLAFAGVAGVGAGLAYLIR
Mcl1-Noxa inh: Mcl-1/Noxa interaction inhibition. TR-FRET Mcl-1/Noxa peptide binding, 2 h. Q07820. inhibition, % at 21.7 µM. 220,000 tested, 1.5% active;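 active = compounds that cut the protein-peptide binding signal by more than 50% relative to plate controls in a single-dose test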;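 also: His-tagged Mcl-1 with rhodamine Noxa BH3 peptide and terbium anti-His antibody; 0% = Mcl-1 plus Noxa peptide wells and 100% = peptide-only wells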
Rac1 wt modul: modulators of human Rac1 wildtype GTP binding; P63000; GST-Rac1 beads, fluorescent GTP binding, flow cytometry; actives lie on both sides; 0 = cold GTP competed, 100 = untreated; GTP binding activity (% of control), % at 10 µM; 190,000 tested, 0.27% active; AID 757;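 active = GTP binding activity at least 20 points away from the 100% control level, either lower or higher; inconclusive = compound flagged as likely green fluorescent, judged across all proteins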
Bim-Mcl-1: human Bim-Mcl-1 interaction inhibition. Bead-based flow cytometry, Bim peptide-Mcl-1 binding. inhibition, % at 10 µM. 190,000 tested, 0.1% active. Q07820; in the data active = inhibition above about 40%;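 also: 0% = no compound tracer wells and 100% = peptide blocker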
Avidin bead fluor: avidin bead compound fluorescence profile. 220,000 tested, 0.38% active. AID 1775. Avidin beads, compound fluorescence 488/530 nm, flow cytometry; active compounds read high. fluorescence (KMESF) at 10 µM; in the data active = fluorescence above about 47; also: inactives centre near 10
Pf gamet viab: kills late stage P. falciparum gametocytes. P. falciparum stage V gametocytes, ATP luminescence, 24 h. inhibition, % at 10.9 µM. 150,000 tested, 0.065% active. AID 743093;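 active = inhibition above the mean plus 3 SD of compounds within the control limits, set per campaign, cut at about 38% in these data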;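 also: 0% = DMSO wells and 100% = medium only without gametocytes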
HRas wt GTP: changes GTP binding to wildtype human HRas | P01112 | GST-Ras wt beads, Bodipy-FL-GTP binding, flow cytometry; actives lie on both sides | GTP binding activity, % at 10 µM | 190,000 tested, 0.14% active | AID 759;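 active = GTP binding activity at least 20% away from the 100% baseline, either lowered as inhibitor or raised as activator; inconclusive = flagged as likely green fluorescent, judged across all proteins in the well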;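 also: 0% = unlabeled GTP competition control and 100% = no-compound control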
Target sequence (P01112 whole entry, looked up): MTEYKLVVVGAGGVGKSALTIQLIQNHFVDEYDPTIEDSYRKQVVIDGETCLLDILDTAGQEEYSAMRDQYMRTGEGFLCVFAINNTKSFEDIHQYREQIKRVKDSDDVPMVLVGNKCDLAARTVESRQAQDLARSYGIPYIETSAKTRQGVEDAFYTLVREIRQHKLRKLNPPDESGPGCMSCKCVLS
Rab7 wt GTP bind: dog Rab7 wildtype GTP binding, inhibitors and activators | GST-Rab7 beads, fluorescent GTP binding, flow cytometry; actives lie on both sides; untreated = 100%, excess cold GTP = 0% | GTP binding activity (percent of control), % at 10 µM | 190,000 tested, 0.055% active | AID 758;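 active = fluorescent GTP binding to Rab7 beads changed by at least 20 points from the 100% baseline, either direction, mostly lower; inconclusive = compound itself probably fluorescent, or too few beads counted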;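 also: median green fluorescence of bound Bodipy-FL-GTP per Rab7 bead population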
Rac1 mut GTP: alters GTP binding to activated mutant human Rac1; P63000; GST-Rac1 activated beads, fluorescent GTP binding, flow cytometry; actives lie on both sides; 100% means binding = to untreated wells; percent activity (GTP binding), % at 10 µM; 190,000 tested, 0.11% active;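 active = GTP binding at least 20 percentage points away from the 100% baseline, in either direction, so actives lie on both sides; inconclusive = Compound likely fluorescent itself, or too few beads counted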
Rab2A wt mod: changes GTP binding to wildtype dog Rab2A, up or down; GTP binding activity, % at 10 µM; P61105; AID 760; 190,000 tested, 0.19% active; GST-Rab2 wt beads, Bodipy-GTP binding, flow cytometry;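 active = GTP binding activity at least 20 points away from 100%, either lowered or raised; inconclusive = signal likely due to the compound's own green fluorescence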;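 also: 0% = beads with excess unlabeled GTP and 100% = no-compound control corrected for plate trend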
Cdc42 wt GTP: modulators (inhibitors or activators) of GTP binding to human Cdc42 wildtype; P60953; GST-Cdc42 beads, Bodipy-GTP binding, flow cytometry; actives lie on both sides; percent activity (GTP binding), % at 10 µM; 190,000 tested, 0.2% active; AID 761;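 active = percent activity GTP binding at least 20 points away from the 100% baseline, either down as inhibitor or up as activator; inconclusive = compound flagged as likely green fluorescent from well-wide comparison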;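 also: median bead fluorescence of bound Bodipy-FL-GTP at 100 nM; 0% = excess unlabeled GTP control and 100% = no compound control; below 100% means less GTP binding so inhibitor and above means activator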
Target sequence (P60953 whole entry, looked up): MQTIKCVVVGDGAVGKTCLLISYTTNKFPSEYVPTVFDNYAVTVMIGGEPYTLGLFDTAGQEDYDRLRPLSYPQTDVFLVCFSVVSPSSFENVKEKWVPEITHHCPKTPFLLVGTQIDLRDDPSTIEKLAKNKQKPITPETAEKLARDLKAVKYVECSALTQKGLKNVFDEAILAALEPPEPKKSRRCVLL
* hit, by the source's call; ? = inconclusive; nt = not tested or not shown.

SMILES	Mcl1 Bid PPI	Mcl1-Noxa inh	Rac1 wt modul	Bim-Mcl-1	Avidin bead fluor	Pf gamet viab	HRas wt GTP	Rab7 wt GTP bind	Rac1 mut GTP	Rab2A wt mod	Cdc42 wt GTP
CN(C(=O)CSc1nnc(-c2ccco2)n1N)C1CCCCC1	-17	-1	99	-2	11	-17	95	95	95	94	93
CCOC(=O)C(Cc1ccc(NC(=O)/C(=C/c2ccc(OC(C)=O)cc2)NC(C)=O)cc1)N1C(=O)c2ccccc2C1=O (centres undefined)	2	1	103	-3	34	nt	100	99	100	99	103
O=C(NCCc1ccccc1)c1ccccc1F	-11	25	102	3	12	0	103	108	100	102	101
CS(=O)(=O)N1Cc2ccccc2CC1C(=O)Nc1ccccc1C(N)=O (centres undefined)	-7	-17	95	1	30	nt	99	97	95	95	98
C=CCn1c(NC(=O)CC)c(C(=O)OCC)sc1=S	-22	-9	107	2	13	-16	104	105	101	103	105
CCN(CC)c1nc2ccccc2c(N)c1-c1ccccc1	19	13	103	-6	3	12	99	98	100	99	101
COc1ccc(CC2(CO)CCN(Cc3cnn(C)c3)CC2)cc1	-12	7	96	8	10	13	93	92	95	95	95
Cc1cccc(C)c1Nc1ncnc(N)c1[N+](=O)[O-]	-8	12	102	-4	12	-3	99	100	95	98	100
CCc1cccc2c(C(=O)COC(=O)c3ccccc3)c[nH]c12	-7	5	105	-6	5	8	101	99	98	99	98
Cc1cc(C)cc(Nc2ncc3c(n2)CCCC3=O)c1	-9	-15	99	0	11	4	102	103	98	100	102
CSc1nsc(SCC(=O)Nc2nc3ccccc3s2)n1	-1	33	95	-1	11	nt	97	96	97	93	94
CC(=Nc1cccc(O)c1)c1sc2ccccc2c1O	-28	-15	97	-1	11	1	98	95	97	97	97
O=C(c1ccco1)N(CC1CCCO1)c1nc(-c2ccccc2)cs1 (centres undefined)	0	7	99	0	14	22	101	101	100	101	101
COc1ccc(C(=O)NC2=C(C#N)CCC2)cc1OC	-16	0	102	0	6	4	101	100	98	98	99
COc1cc(/C=C/C(=O)N2CCCC2)cc(OC)c1OC	8	10	103	-3	5	11	101	105	101	99	102
Cn1cnc(S(=O)(=O)N2CCc3ccccc32)c1	-48	-8	107	-67	5	-5	101	100	99	99	105
CCOC(=O)c1ccc(-c2cccc(C(F)(F)F)c2)nc1C	8	3	92	0	16	-18	94	94	94	91	94
CCOC(=O)CSc1ccc2ccccc2n1	-15	0	105	0	8	13	101	104	105	103	103
Cc1ccc(SCCNS(C)(=O)=O)cc1	-39	-13	96	-1	14	nt	99	99	93	97	95
O=C1C2CCCN2C(c2cccc(F)c2)N1c1cccc(Cl)c1 (centres undefined)	0	0	108	0	7	nt	105	101	102	106	110
COc1cc(NS(=O)(=O)c2ccc(N)cc2)nc(OC)n1	10	22	102	-2	8	nt	101	97	102	99	106
CCOC(=O)c1c(C)c(-c2ccccc2)n(CC(=O)NCCCN(CC)CC)c1C	-56	15	96	-1	18	nt	94	94	95	94	93
O=C(COC(=O)c1ccc2c(=O)n3c(nc2c1)CCC3)Nc1ccccc1F	17	8	101	-1	14	-10	102	106	99	100	100
Cc1nc2sc3c(c2c(=O)o1)CCCC3	-65	27	99	0	19	9	100	97	97	99	101
COc1cccc2sc(Nc3nc(C)c(C(C)=O)s3)nc12	nt	nt	95	0	9	20	94	97	95	93	96
N#CC(c1ccccc1)N(CCCCl)C(=O)c1ccc(Br)cc1 (centres undefined)	-10	14	106	-1	5	2	100	102	99	98	100
O=C(NC1CCCC1)c1ccc(CSc2nc3ccncc3n2Cc2ccc(F)cc2)cc1	5	-6	103	-3	3	nt	97	95	95	97	99
Cc1nc2ccccc2c2oc(C(=O)Nc3ccc4c(c3)OCCO4)cc12	-8	45	?	-2	4	nt	?	?	?	?	?
CCOC(=O)c1ccccc1N/C=C1\CCCCC1=O	-63	10	98	1	17	-32	101	97	97	97	99
C=CCn1c(SCC(=O)c2c(N)n(C)c(=O)n(C)c2=O)nnc1-c1ccccc1F	-20	-8	103	-5	10	nt	103	105	96	99	99
CC(=O)C1=C(O)C(=O)N(CCN(C)C)C1c1ccc(Cl)cc1 (centres undefined)	-20	17	102	-4	32	13	101	98	101	99	104
CC1CCCN(S(=O)(=O)c2ccc3c(c2)CCN3C(=O)C2CCC2)C1 (centres undefined)	5	8	100	-2	2	nt	102	101	99	101	101
COC(=O)NCC(c1cccnc1)N1CCN(c2ccccc2)CC1 (centres undefined)	-12	13	106	0	8	nt	101	102	100	103	101
CCCCc1ccc(S(=O)(=O)N2CCN(C(=O)c3ccco3)CC2)cc1	12	4	104	-5	8	nt	100	98	103	99	100
CCn1nc(C)cc1C(=O)N1CCCC(CCC(=O)NCc2ccccc2F)C1 (centres undefined)	-2	45	98	0	2	-10	97	95	96	96	95
Cc1ccc(NS(=O)(=O)c2cc(C(=O)N3CCOCC3)ccc2C)cc1	-21	-3	101	-1	13	1	102	102	99	102	103
Cc1nn(CC(=O)NCc2ccc(Cl)cc2)c(C)c1[N+](=O)[O-]	-3	6	101	-3	4	nt	98	97	98	98	96
COC(=O)c1ccc(COc2cccc(C)c2C)cc1	-2	9	103	1	10	11	99	101	95	98	98
CCCNC(=O)C(=O)Nc1ccc(N(C)C)cc1	-29	25	103	0	17	-8	100	101	100	99	100
Cc1ccccc1OCC(=O)Nc1ccccc1-c1ccccc1NC(=O)COc1ccccc1C	3	18	100	0	3	0	100	99	100	101	98
O=C(Cc1c[nH]c2ccccc12)Nc1ccc(N2CCOCC2)cc1	-20	21	102	-1	9	8	99	105	96	100	99
CSc1ccc(S(=O)(=O)NCCCOC(C)C)cc1	-38	6	95	0	3	nt	94	94	93	95	92
CCOc1ccccc1NC(=O)N1CCCC1C(=O)Nc1ccc(-n2cnnn2)c(C)c1 (centres undefined)	1	3	102	-9	20	-2	97	99	97	99	99
Cc1ccc(Sc2cc(N3CCOCC3)nc(-c3ccccc3)n2)cc1	7	4	102	0	8	nt	104	98	100	103	105
Cc1cccc(-n2c(Cn3nc(C)c([N+](=O)[O-])c3C)n[nH]c2=S)c1	-17	4	101	-13	5	nt	101	100	98	99	101
C=CCn1c(Cc2cccs2)nnc1SC/C=C/c1ccccc1	-24	0	106	5	4	6	103	100	101	100	103
Cc1c(N=Cc2ccc(Br)s2)cccc1[N+](=O)[O-]	-19	-6	100	-4	12	-5	100	98	99	100	102
COCCn1c(C)cc(C(=O)Cn2nc(C(=O)O)c3ccccc3c2=O)c1C	-6	16	98	0	26	20	99	105	97	100	97
Cc1cc(C)c(CN2CCN(Cc3ccc(C)o3)C(CCO)C2)c(-n2cccn2)c1 (centres undefined)	-11	9	101	-5	10	2	98	103	96	99	100
Cc1cc(C)n(S(=O)(=O)c2ccc(C)c(C)c2C)n1	-19	-2	104	0	9	-29	102	98	100	100	105
CC(C)C(=O)N1CCN(C2=NS(=O)(=O)c3ccccc32)CC1	-6	4	106	-1	17	nt	100	102	99	104	101
COc1ccc(NC(=O)C(c2ccccc2)N(C)C(=O)c2ccc(=O)[nH]c2)cc1 (centres undefined)	-30	0	103	0	9	-15	101	101	101	102	101
COC(=O)/C(=C\Nc1ccccc1)NC(=O)c1ccc(Cl)cc1Cl	7	4	105	0	7	nt	102	99	101	101	103
Cc1ccccc1N1CN(Cc2ccco2)CNC1=S	-40	15	102	-5	15	3	100	104	98	99	101
COCCNC(=O)C(=O)NCC1OCCCN1S(=O)(=O)c1cccs1 (centres undefined)	-28	-4	106	-5	3	-55	103	105	101	102	101
CCc1nnc2c(N(C)C)nc3ccccc3n12	-20	23	76*	-2	4	22	89	88	91	85	92
CC1=C(C(=O)Nc2ccccn2)C(c2ccc(Br)cc2)NC(=S)N1 (centres undefined)	-81	6	99	-6	3	2	102	100	99	100	96
Cc1cc(C)c2cccc(N)c2n1	-49	17	100	0	12	nt	101	101	98	101	96
CCOC(=O)c1ccc(NC(=O)CSc2nc3c(c(=O)n2C)SC(C)C3)cc1 (centres undefined)	-25	14	101	-3	4	nt	95	93	94	97	98
CC(C)NC(=O)c1ccccc1-c1nc(-c2ccccc2Cl)no1	-1	-10	95	0	5	nt	95	93	93	94	95

Profiles, looked up by structure. Values in the order: Mcl1 Bid PPI, Mcl1-Noxa inh, Rac1 wt modul, Bim-Mcl-1, Avidin bead fluor, Pf gamet viab, HRas wt GTP, Rab7 wt GTP bind, Rac1 mut GTP, Rab2A wt mod, Cdc42 wt GTP
`Cc1cc(C)c(CN2CCN(Cc3ccc(C)o3)C(CCO)C2)c(-n2cccn2)c1` (centres undefined) is listed as -11, 9, 101, -5, 10, 2, 98, 103, 96, 99, 100
`CCc1nnc2c(N(C)C)nc3ccccc3n12` is listed as -20, 23, 76*, -2, 4, 22, 89, 88, 91, 85, 92
`CC(C)C(=O)N1CCN(C2=NS(=O)(=O)c3ccccc32)CC1` is listed as -6, 4, 106, -1, 17, nt, 100, 102, 99, 104, 101

Going on with the list:
SMILES	Mcl1 Bid PPI	Mcl1-Noxa inh	Rac1 wt modul	Bim-Mcl-1	Avidin bead fluor	Pf gamet viab	HRas wt GTP	Rab7 wt GTP bind	Rac1 mut GTP	Rab2A wt mod	Cdc42 wt GTP
COc1ccc(OC)c2sc(N3CCCCC3)nc12	-10	14	102	-3	6	12	98	100	99	99	102
Cc1cc(N(C)NC(=S)Nc2ccccc2)nc(C)n1	-34	5	99	-6	12	-16	99	99	97	98	97
COc1cc(/C=N\NC(=O)C2C(=O)NCC2c2ccccc2)cc(OC)c1O (centres undefined)	-56	4	100	0	10	-20	100	100	98	97	99
CC(C)CN(C(=O)CSc1nn(-c2ccc(Cl)cc2)c(=S)s1)C1CCS(=O)(=O)C1 (centres undefined)	-2	0	105	-2	4	nt	101	102	99	101	99
O=C(CNS(=O)(=O)c1ccc(Br)s1)NCC1COc2ccccc2O1 (centres undefined)	-8	-11	107	3	6	18	101	99	101	100	102
N#CCCn1nc(-c2ccccc2)cc1-n1c(C(F)(F)F)nc2ccccc21	-24	21	93	2	16	4	95	95	94	93	95
FC(F)(F)c1nc2nncn2c2c1CCCCC2	-2	-14	92	-2	7	13	95	95	93	94	97
COc1cccc(C2=NOC(C(=O)NC(C)C)C2)c1 (centres undefined)	-5	8	99	0	18	5	99	97	96	100	100
CC(Sc1n[nH]c(N)n1)C(=O)Nc1ccccc1-c1ccccc1 (centres undefined)	-49	2	99	5	5	nt	96	93	95	97	97
CC(=O)N(CN1C(=O)c2ccccc2C1=O)c1ccccc1	-36	12	98	-1	7	nt	100	99	96	99	99
O=C(O)c1cscn1	41	29	102	0	10	nt	103	108	97	105	99
OC1(c2ccccc2Cl)NN=C2CCCCCN21 (centres undefined)	1	21	99	0	20	-10	97	95	98	97	94
CCOC(=O)c1nn(-c2ccc(C)c(C)c2)cc1O	-33	6	97	-2	8	18	100	100	97	98	98
